# Screening results as filed in PubChem.
# Statin myotox sup: suppressors of simvastatin-induced myotoxicity in C2C12 myotubes. ATP luminescence, 48 h; scaled: DMSO 0, geranylgeraniol control 100. 330,000 compounds, 0.78% hits. AID 602340. rescue of ATP level, % at 7.49 µM;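 active means mean ATP rescue above about 67%, or every replicate alone reaching that limit, limit read from the data, passing the limit was not always enough; inconclusive means no clear call, values can overlap the other calls; inactive means mean under the limit and some replicate under it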;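 further: myotubes were challenged with 10 µM simvastatin during compound exposure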
# SIRT5 block: blocks human SIRT5 desuccinylation of peptide | 330,000 compounds, 1.1% hits | inhibition, % at 15 µM | AID 652115 | Purified SirT5, succinyl-peptide AMC, trypsin-coupled fluorescence | Q9NXA8; in the data active means inhibition above about 15%; inconclusive means no clear call, values can overlap the other calls
# Target sequence (Q9NXA8 whole entry, looked up): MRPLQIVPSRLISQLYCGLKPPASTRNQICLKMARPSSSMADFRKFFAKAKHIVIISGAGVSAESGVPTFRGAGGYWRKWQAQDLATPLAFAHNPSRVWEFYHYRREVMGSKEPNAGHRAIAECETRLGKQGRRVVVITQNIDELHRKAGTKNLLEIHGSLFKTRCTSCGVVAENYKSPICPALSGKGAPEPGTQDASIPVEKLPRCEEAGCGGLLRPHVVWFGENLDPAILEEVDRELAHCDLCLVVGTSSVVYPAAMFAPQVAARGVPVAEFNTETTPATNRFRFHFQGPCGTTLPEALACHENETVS
# miR122 inh: inhibitors of miR-122 in Huh7 cells; Huh7 miR-122 Renilla luciferase sensor, 48 h; neutral wells = 0, positive control = 100; activation (reporter increase), % at 12.5 µM; 340,000 compounds, 0.3% hits;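 active means mean replicate activation score at least 90 and every replicate individually at or above 90; inconclusive means only one of the two criteria met; inactive means neither criterion met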;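 further: higher luciferase means less miR-122 activity so hits act as miR-122 inhibitors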
# ERp5 inh: blocks human ERp5 reductase activity on insulin; inhibition, % at 9.99 µM; 350,000 compounds, 0.05% hits; ERp5 insulin aggregation, absorbance 650 nm, 90 min;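 active means mean replicate inhibition above about 25%, with every replicate also reaching it, limit read from the data, passing the limit was not always enough; inconclusive means only one of those two criteria met; inactive means neither criterion met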
# Target sequence (Q15084 whole entry, looked up): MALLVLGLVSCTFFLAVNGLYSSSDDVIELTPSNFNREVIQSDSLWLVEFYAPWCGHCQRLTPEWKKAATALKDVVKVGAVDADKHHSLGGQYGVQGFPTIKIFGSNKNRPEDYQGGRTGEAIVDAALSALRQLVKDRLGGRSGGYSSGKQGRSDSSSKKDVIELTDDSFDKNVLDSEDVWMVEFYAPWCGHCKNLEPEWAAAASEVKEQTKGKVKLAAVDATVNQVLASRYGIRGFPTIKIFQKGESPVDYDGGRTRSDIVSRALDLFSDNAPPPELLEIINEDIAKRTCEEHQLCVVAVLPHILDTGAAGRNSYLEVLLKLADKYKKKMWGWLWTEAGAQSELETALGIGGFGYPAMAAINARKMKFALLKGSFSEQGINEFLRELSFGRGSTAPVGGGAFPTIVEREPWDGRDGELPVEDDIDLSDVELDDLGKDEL
# esBAF inh: blocks esBAF chromatin remodeling in mouse ES cells; Bmi1-luciferase knock-in reporter, 24 h; 100% = twice the neutral-well signal; reporter increase, % at 12.5 µM; 350,000 compounds, 2% hits; in the data active means activation above about 40%; inconclusive means no clear call, values can overlap the other calls;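 further: 0% = median of the plate's neutral control wells and 100% = double that signal; a rise in the Bmi1 reporter signal indicates esBAF inhibition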
# ARNT TACC3 PPI: disruptors of human ARNT/TACC3 interaction; AID 623870; 390,000 compounds, 0.66% hits; AlphaScreen His-ARNT PAS-B/GST-TACC3 binding, luminescence; TACC3 fragment carries E629A point mutation; Q9Y6A5; inhibition, % at 9.99 µM;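 active means mean inhibition of replicates at least 50% and at least half of replicates each reaching 50%; inconclusive means half or more replicates reach 50% but mean below 50%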;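 further: 0% = complete ARNT plus TACC3 wells and 100% = ARNT alone without TACC3; many hits fall short of the cut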
# Cneo AK release: causes C. neoformans cell lysis | lysis activity, % at 15 µM | 360,000 compounds, 0.2% hits | AID 651654 | adenylate kinase release luminescence, 4 h; normalised: neutral wells 0, clomiphene wells 100;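 active means mean lysis activity across replicates of at least 80%, whatever share of replicates individually reach that level; inactive means mean lysis activity below 80%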
#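 Assay system: log-phase C. neoformans yeast / Quantity: yeast cell density of 5 × 10^6 cells/mL / Medium: fresh YPD growth medium / Compound: single dose / Timing: static 4 h at 37 °C with compound, 1 h detection / Measured by: adenylate kinase release luminescence / Read-out: lysis from increased AK signal / Benchmarks: Clomiphene as positive lysis control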
# * marks the source's active call; other numbers are inactive results; ? = inconclusive; / = no result given; & = joins results of further samples; [ ] = another dose, or the depositor's remark. Hits appear at their usual frequency. Share with any hit: about 4%.
# Sequence of screens: Statin myotox sup | SIRT5 block | miR122 inh | ERp5 inh | esBAF inh | ARNT TACC3 PPI | Cneo AK release
CC(=O)N(C)c1ccc(OCC(O)CN(c2ccccc2C)S(=O)(=O)c2ccc(C)cc2)cc1 (stereo not drawn)
    -48 | 2 | -2 | -14 | -5 | 0 | 0
CCN(CC)Cc1cc(NC2=NS(=O)(=O)c3ccccc32)ccc1OC(=O)C(C)C
    / | / | 3 | / | / | 2 | 2
Cc1cnc(C(=O)OCC(=O)Nc2ccc(Cl)cn2)cn1
    -4 | -2 | 6 | 5 | / | 10 | -1
CNC[C@@H]1Oc2ccc(NS(=O)(=O)c3ccc(F)cc3)cc2C(=O)N([C@@H](C)CO)C[C@@H]1C
    -16 | -4 | 3[16.7 µM] | 13 | 3 | 3 | 8
CCCNS(=O)(=O)c1ccc(OCC(=O)N2CCC(C(=O)OCC)CC2)cc1
    / | / | -9 | / | 6 | -5 | -1
C[C@@H]1CN([C@H](C)CO)S(=O)(=O)c2ccc(C#CC3(O)CCCC3)cc2O[C@@H]1CN(C)C(=O)c1ccncc1
    7 | -4 | -3[16.7 µM] | 1 | 1 | -1 | -1
O=C(C[C@@H]1CC[C@H]2[C@@H](COC[C@H](O)CN2C(=O)Cc2ccccc2)O1)NC1CCC1
    9 | 3 | -2[16.7 µM] | 10 | 3 | -6 | -2
O=C(NC(=S)Nc1ccccc1N1CCCCC1)c1ccc(-c2cccc([N+](=O)[O-])c2)o1
    -34 | / | -5 | / | -2 | -10 | 0
C[C@@H]1CCCCO[C@H](CN(C)S(=O)(=O)c2cn(C)cn2)[C@@H](C)CN([C@H](C)CO)C(=O)c2cc(NC(=O)CCC(F)(F)F)ccc2O1
    -28 | 1 | 12[16.7 µM] | -4 | -2 | -13 | 0
C[C@@H](NC(=O)C[C@H]1C[C@@H]2c3cc(NS(=O)(=O)c4ccc(F)cc4)ccc3O[C@@H]2[C@H](CO)O1)c1ccccc1
    0 | -3 | -4[16.7 µM] | -2 | -3 | 2 | -3
COC(=O)c1ccc(NC(=O)COC(=O)C2=NN(c3ccccc3)C(=O)CC2)cc1
    -2 | 2 | -4 | -1 | 3 | -6 | 0
O=C(COC(=O)c1cccnc1Cl)Nc1ncc(Cl)cc1Cl
    / | -6 | / | 4 | / | 0 | -2
C[C@H](NC(=O)[C@H]1[C@H](CO)[C@H]2Cn3c(cccc3=O)[C@H]2N1Cc1ccncc1)c1ccccc1
    9 | -3 | -3[16.7 µM] | -1 | -9 | 7 | 0
COc1cc(/C=C(\NC(=O)c2ccccc2)C(=O)N2CC3CC(C2)c2cccc(=O)n2C3)cc(OC)c1OC (stereo not drawn)
    5 | -9 | 6 | -7 | 2 | -19 | 3
O=C(Nc1c(C(=O)N2CCOCC2)cnn1-c1ccccc1)c1ccc(F)cc1
    -5 | 0 | 1 | 3 | 1 | -1 | 4
COc1ccc(NC(=O)N(C)C[C@H]2Oc3ccc(NC(=O)NC(C)C)cc3C(=O)N([C@H](C)CO)C[C@H]2C)cc1
    -1 | 2 | -2[16.7 µM] | -1 | -7 | -6 | 0
C=CCN1C(=O)C(Cc2ccc(OC)cc2)S/C1=N/N=C/c1ccco1 (stereo not drawn)
    / | / | 1 | / | 9 | -6 | 0
O=C(c1cc2cc(Cl)ccc2[nH]1)N1CCCCC1
    -2 | -6 | -1 | 3 | 28 | -3 | 3
CN(CC(=O)NC1CC1)S(=O)(=O)c1ccc(F)cc1
    0 | -3 | 10 | 2 | -1 | -3 | 0
Cc1c(Cl)cccc1NC(=O)CSc1nc(=O)n(CCCN2CCOCC2)c2c1CCCC2
    10 | / | -3 | -2 | -5 | / | 3
CCOC(=O)c1cnn2c(C)cc(-c3ccc(F)cc3)nc12
    -1 | / | -3 | / | 12 | 5 | -3
Cc1ccc(S(=O)(=O)N2CCOCC2)cc1NC(=O)Cn1nnc(-c2ccccc2)n1
    43 | / | 3 | 4 | 0 | / | 1
CC(CN(C)C)CN1c2ccccc2Sc2ccccc21 (stereo not drawn)
    -8 | 1 | -5 | 2 | -1 | 4 | 1
O=C(CCC(=O)c1cccs1)NCc1ccccc1
    0 | / | -1 | / | -9 | -3 | 2
CC(C)C(=O)Nc1ccccc1Cc1ccccc1
    1 | 1 | -5 | 3 | -9 | 2 | 1
Cc1cccc(-c2ccc(C=Nc3c(C)n(C)n(-c4ccccc4)c3=O)o2)c1
    -12 | / | -3 | / | 2 | 13 | 0
CSc1ccc(-c2sc(Nc3ccccc3)n[n+]2-c2ccccc2)cc1
    / | / | 2 | / | / | 11 | 1
O=C(NNC(=S)NC(=O)c1sc2ccccc2c1Cl)c1ccc(Cl)cc1
    -2 | / | 12 | / | 16 | 6 | -5
CCN(CC)C(=O)c1c(C)[nH]c(=S)c(C#N)c1-c1ccco1
    / | 1 | / | 3 | / | -6 | /
CCOC(=O)CN1NC2(CCCCCC2)NC1=S
    / | -4 | / | 5 | / | 0 | 4

# Profiles as entered above. Order of screens: Statin myotox sup, SIRT5 block, miR122 inh, ERp5 inh, esBAF inh, ARNT TACC3 PPI, Cneo AK release
# `O=C(Nc1c(C(=O)N2CCOCC2)cnn1-c1ccccc1)c1ccc(F)cc1` reads -5, 0, 1, 3, 1, -1, 4
# `C[C@H](NC(=O)[C@H]1[C@H](CO)[C@H]2Cn3c(cccc3=O)[C@H]2N1Cc1ccncc1)c1ccccc1` reads 9, -3, -3[16.7 µM], -1, -9, 7, 0
# `CCN(CC)C(=O)c1c(C)[nH]c(=S)c(C#N)c1-c1ccco1` reads /, 1, /, 3, /, -6, /

# (listing goes on)
# Sequence of screens: Statin myotox sup | SIRT5 block | miR122 inh | ERp5 inh | esBAF inh | ARNT TACC3 PPI | Cneo AK release
O=C(O)CN1C(=O)c2ccc(Oc3ccc4c(c3)C(=O)N(CC(=O)O)C4=O)cc2C1=O
    16 | -1 | -2 | 12 | -6 | / | /
CCN(Cc1cc2ccccc2[nH]c1=O)C(=O)c1cccnc1
    -10 | / | 3 | / | 3 | -2 | 0
C[C@@H]1CN([C@H](C)CO)C(=O)c2cc(C#CC3(O)CCCC3)cnc2O[C@H]1CN(C)Cc1ccccc1
    19 | 4 | 8[16.7 µM] | -8 | -2 | 5 | 3
COCCn1c(SCC(=O)N2CCCC2)nnc1-c1ccoc1C
    2 | / | 4 | / | -5 | -11 | -1
Cc1noc(C)c1NC(=O)N(C)C[C@H]1Oc2ccc(NC(=O)c3ccncc3)cc2CC(=O)N([C@H](C)CO)C[C@@H]1C
    -34 | 2 | 2[16.7 µM] | -1 | 4 | -3 | 1
COC(=O)c1ccc(-c2noc(CN(Cc3ccccn3)CC3CCCO3)n2)cc1 (stereo not drawn)
    / | -1 | / | 4 | / | -2 | /
CN(Cc1ccccc1)c1nc2c(c(=O)[nH]c(=O)n2C)n1Cc1ccccc1F
    16 | -4 | -5 | 0 | -4 | -21 | 0
C[C@H](CO)N1C[C@H](C)[C@@H](CN(C)C(=O)NC2CCCCC2)Oc2c(NS(=O)(=O)c3ccccc3)cccc2C1=O
    -20&0 | -2&1 | 3[16.7 µM] | 1&5 | 2&3 | 2&15 | 44&0
CO[C@@H]1CN(C)C(=O)c2ccc(NC(=O)C3CCOCC3)cc2OC[C@@H](C)N(C(C)=O)C[C@@H]1C
    -12 | / | / | -2 | -1 | -21 | 0
CCCCNC(=O)c1onc(CSc2ccc(F)cc2)c1C(=O)NCCCC
    -21 | -2 | -3 | 2 | -4 | -6 | 1
COc1ccc(CNC(=O)C2CCN(S(=O)(=O)c3ccc(-c4nn[nH]n4)cc3)CC2)cc1
    2 | / | -6 | / | -3 | -1 | -2
CCCNCCC(c1ccco1)c1ccccc1OC (stereo not drawn)
    1 | / | 0 | / | 8 | -13 | -1
Cc1ccc(NC(=O)c2cc(S(=O)(=O)N3CCC4(CC3)OCCO4)ccc2F)cc1
    -24 | / | 3 | / | 0 | 0 | -2
COc1ccc(-c2ccc(=O)n(CC(=O)Nc3cccc(O)c3)n2)cc1OC
    9 | / | / | / | 0 | 6 | 1
N#Cc1nc(Cc2cccc3ccccc23)oc1N1CCC(C(N)=O)CC1
    16 | / | -4 | / | -1 | -3 | 0
CCN(C[C@@H]1[C@@H](c2ccccc2)[C@H](CO)N1C(=O)COC)S(C)(=O)=O
    -4 | 1 | 0[16.7 µM] | -5 | -1 | -3 | 1
O=C(Oc1cccc(NC(=O)c2ccco2)c1)c1ccc(Br)c(S(=O)(=O)N2CCCCC2)c1
    1 | / | 2 | / | 7 | -7 | 0
C=C(C)Cn1c2ccc(NC(=O)NCc3ccc(F)cc3)cc2c(=O)n1C
    -2 | / | 12 | 4 | 7 | / | 0
O=C(c1cccs1)N1CCN=C1SCc1ccc(F)cc1
    / | -1 | / | 2 | / | -3 | /
CCCc1c(O)nc(SCC(=O)O)[nH]c1=O
    / | -1 | / | -84 | / | -3 | /
CCCOc1cc(C)c(S(=O)(=O)NCc2cccs2)cc1C
    10 | 5 | 58 | -4 | 1 | -6 | -1
C[C@@H]1CN([C@H](C)CO)C(=O)c2cccc(NC(=O)Nc3ccc(F)cc3)c2O[C@H]1CN(C)CC1CCCCC1
    20 | 9 | 45[16.7 µM] | 5 | 4 | 1 | 4
COC(=O)c1c(C(=O)OC)c(-c2ccc(C)cc2)n2c1CS(=O)C2 (stereo not drawn)
    0 | / | / | / | -2 | -1 | -1
Cc1ccccc1N(CC(=O)NC1CCCC1)C(=O)c1csnn1
    / | 3 | / | ? | / | 0 | /
Cc1ccc2nc(-c3cccnc3)cc(C(=O)Nc3ccccc3[N+](=O)[O-])c2c1
    14 | 3 | / | 1 | 0 | / | 0
CC1(NS(=O)(=O)c2ccc(Cl)s2)CCS(=O)(=O)C1 (stereo not drawn)
    -1 | -2 | -5 | 7 | -5 | -3 | 1
C[C@@H]1CCCCO[C@H](CN(C)C(=O)C2CCCCC2)[C@@H](C)CN([C@H](C)CO)C(=O)c2cc(NC(=O)Nc3ccc(C(F)(F)F)cc3)ccc2O1
    / | -6 | -6[16.7 µM] | 5 | -3 | -4 | -2
COc1ccc(/C=C2\Sc3ccc(C(=O)NCCN4CCCCCC4)cc3N(C)C2=O)cc1
    18 | 0 | -7 | -7 | -21 | 11 | -3
O=C([C@H]1N[C@H]2c3ccc(-c4ccccc4F)c(=O)n3C[C@H]2[C@@H]1CO)N1CCc2ccccc2C1
    16 | -5 | / | -5 | 2 | -3 | -3
Cc1ccc(C(=O)Nc2ccc3c(c2)OCCO3)o1
    -23 | -2 | 4 | 3 | -6 | -6 | -6
Cc1noc(C)c1NC(=O)N(C)C[C@@H]1Oc2ncc(C#Cc3ccccc3)cc2C(=O)N([C@H](C)CO)C[C@@H]1C
    -7 | -9 | 1[16.7 µM] | 0 | -4 | 9 | 2

# 6 of the compounds above, with tabs:
compound	Statin myotox sup	SIRT5 block	miR122 inh	ERp5 inh	esBAF inh	ARNT TACC3 PPI	Cneo AK release
C[C@@H]1CN([C@H](C)CO)C(=O)c2cc(C#CC3(O)CCCC3)cnc2O[C@H]1CN(C)Cc1ccccc1	19	4	8[16.7 µM]	-8	-2	5	3
COCCn1c(SCC(=O)N2CCCC2)nnc1-c1ccoc1C	2	/	4	/	-5	-11	-1
Cc1noc(C)c1NC(=O)N(C)C[C@H]1Oc2ccc(NC(=O)c3ccncc3)cc2CC(=O)N([C@H](C)CO)C[C@@H]1C	-34	2	2[16.7 µM]	-1	4	-3	1
COC(=O)c1ccc(-c2noc(CN(Cc3ccccn3)CC3CCCO3)n2)cc1 (stereo not drawn)	/	-1	/	4	/	-2	/
CN(Cc1ccccc1)c1nc2c(c(=O)[nH]c(=O)n2C)n1Cc1ccccc1F	16	-4	-5	0	-4	-21	0
C[C@H](CO)N1C[C@H](C)[C@@H](CN(C)C(=O)NC2CCCCC2)Oc2c(NS(=O)(=O)c3ccccc3)cccc2C1=O	-20&0	-2&1	3[16.7 µM]	1&5	2&3	2&15	44&0
